ARNT-TACC3 inh – disruptors of human ARNT/TACC3 interaction; AlphaScreen His-ARNT PAS-B/GST-TACC3 binding, luminescence; TACC3 fragment carries E629A point mutation; inhibition, % at 9.99 µM; hit rate 0.66% among 390,000;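 active = mean inhibition of replicates at least 50% and at least half of replicates each reaching 50%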;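 also: 0% = complete ARNT plus TACC3 wells and 100% = ARNT alone without TACC3; many hits fall short of the cut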
ERAP1 inh – blocks human ERAP1 aminopeptidase activity. Q9NZ08. recombinant ERAP1, Leu-AMC fluorescence, 60 min. inhibition, % at 10.7 µM. hit rate 0.15% among 340,000. AID 652197;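 active = mean replicate inhibition of at least 30%, or all replicates individually reaching that 30% level; inactive = mean below 30% and not every replicate reaching it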;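 also: 0% = neutral control wells and 100% = L-leucinethiol positive control wells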
esBAF inh – SWI/SNF esBAF complex inhibition | mouse ES cells, Bmi1-luciferase knock-in reporter, 24 h; 100% = twice the neutral-well signal | reporter increase, % at 12.5 µM | hit rate 2% among 350,000; in the data active = activation above about 40%;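 also: 0% = median of the plate's neutral control wells and 100% = double that signal; a rise in the Bmi1 reporter signal indicates esBAF inhibition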
RAD52 anneal inh – RAD52 (human) annealing inhibition; recombinant RAD52 DNA annealing, FRET fluorescence; hit rate 0.46% among 360,000; AID 651710; inhibition, % at 18.7 µM; P43351;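 active = every replicate showing at least 50% inhibition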
Target sequence (P43351 whole entry, looked up): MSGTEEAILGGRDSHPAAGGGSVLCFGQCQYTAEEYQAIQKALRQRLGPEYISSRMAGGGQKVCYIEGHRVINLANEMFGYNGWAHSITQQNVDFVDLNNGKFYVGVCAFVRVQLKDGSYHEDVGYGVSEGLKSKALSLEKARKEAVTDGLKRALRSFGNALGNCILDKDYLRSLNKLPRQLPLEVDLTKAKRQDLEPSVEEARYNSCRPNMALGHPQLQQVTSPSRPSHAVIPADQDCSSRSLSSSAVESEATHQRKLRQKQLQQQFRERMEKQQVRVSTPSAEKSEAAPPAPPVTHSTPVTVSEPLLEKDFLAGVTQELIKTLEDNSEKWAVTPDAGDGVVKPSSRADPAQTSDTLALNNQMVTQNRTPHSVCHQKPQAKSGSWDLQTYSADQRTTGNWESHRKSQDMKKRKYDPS
F508del corr – CFTR F508del correction in bronchial cells; CFBE cells, YFP halide quenching; stimulated with forskolin plus potentiator P3; % fluorescence drop versus neutral controls; hit rate 0.36% among 350,000; activity (quench increase), % at 7.58 µM;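 active = mean added fluorescence quench of at least 8% versus neutral control, with both replicates also reaching 8%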;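 also: cells transiently co-express mutant CFTR-F508del with the halide-sensitive YFP; corrector assay measuring rescue of mutant channel to the surface after 24 h compound exposure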
GSIS activator – GLuc luminescence reporter in INS-1E cells, primary screen for activators of glucose-dependent secretion of insulin | INS-1E GLuc reporter insulin secretion, 2-3 h | activation, % at 16.6 µM | hit rate 0.61% among 370,000;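 active = lowest replicate activation of at least 40%, so every replicate reaches that level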;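 also: 0% = median of neutral control wells and 100% = median of IBMX positive control wells; some compounds called inactive have numbers as strong as hits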
RAD54 branch – blocks human RAD54 Holliday junction branch migration | FAM/BHQ fluorescence | AID 602329 | hit rate 0.14% among 360,000 | inhibition, % at 10.4 µM;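 active = mean normalized replicate activity at least 40 and at least half of replicates scoring 40 or more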;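 also: 0% = median of neutral control wells and 100% = median of positive control wells; inhibitors cause a drop in the FAM fluorescence signal; in these data hits start at about 50%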
Xi reactivation – X-chromosome reactivation activator | XiGFP mouse fibroblasts, % GFP-positive cells imaging, 3 d; cells co-treated with 5-aza-dC sensitizer; scaled so ellipticine positive control = 100% | activation, % at 7.58 µM | hit rate 0.055% among 360,000 | AID 743238;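 active = mean normalized replicate activation at least 10% and every replicate at or above 10%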;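 also: 0% = median of on-plate neutral control wells and 100% = ellipticine 6 µM median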
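System: XiGFP fibroblasts, SV40-immortalized. Medium: DMEM plus 5-aza-dC sensitizer. Doses: single point. Timing: 3 d treatment, 15 min room-temperature fixation. Control set: ellipticine 6 µM.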
Active calls of the source: *; x = no result given; & = joins results of further samples.

SMILES | ARNT-TACC3 inh | ERAP1 inh | esBAF inh | RAD52 anneal inh | F508del corr | GSIS activator | RAD54 branch | Xi reactivation
O=C(C[C@H]1CC[C@H]2NC[C@H](O)COC[C@@H]2O1)NC1Cc2ccccc2C1 | -1 | 0 | -3 | -2 | 0.1 | 10 | 9 | 0.0
CCC(=O)Nc1ccc2c(c1)C(=O)N(C)C[C@H](OC)[C@H](C)CN(C(=O)c1cnccn1)[C@H](C)CO2 | -14 | 1 | 2 | -6 | -0.7 | 9 | 4 | 0.0
O=C1COc2ccc(C(=O)COC(=O)c3cc(S(=O)(=O)NCc4ccccc4)ccc3O)cc2N1 | -5 | 0 | 7 | -14 | -0.5 | -3 | x | 0.0
CN(C)c1ccccc1C(=O)N1CCCC(C(=O)c2ccc3ccccc3c2)C1 (stereo not given) | 0 | 1 | x | 0 | -0.8 | -9 | x | 0.1
CSCCC(NC(=O)c1ccccc1)C(=O)OCC(=O)c1ccc[nH]1 (stereo not given) | 3 | 4 | x | -35 | x | 1 | x | 0.0
CCCNC(=O)C1(C)CCCN(Cc2cccs2)C1 (stereo not given) | x | 2 | 0 | -15 | -3.0 | 9 | -7 | 0.1
COc1ccc(OC)c(NC(=O)c2cc(-c3cc(C)c(C)cc3O)n[nH]2)c1 | 1 | 5 | 14 | -9 | 1.1 | 7 | -13 | 0.1
COc1ccccc1CN(C)C[C@@H]1OCc2cnnn2CCCC(=O)N([C@@H](C)CO)C[C@@H]1C | -6 | -3 | -3 | 8 | 3.5 | 10 | 6 | -0.2
CC(=O)NCCNc1nc2cc(-c3cccc(C(F)(F)F)c3)sc2c(=O)n1C | x | 2 | 1 | -13 | 2.6 | -20 | 19 | -0.1
COc1ccccc1NC(=O)N1CCCC1C(=O)NCc1cccs1 (stereo not given) | 0 | -1 | -5 | -6 | 0.8 | 0 | x | 0.2
CCOc1ccc(C2=Nn3c(CC)nnc3SC2)cc1 | 2 | -1 | -7 | -10 | -0.9 | 5 | -6 | 0.2
CC(C)c1c(C(=O)N/N=C2\CCc3ccccc32)nnn1-c1nonc1N | -24 | -1 | 2 | 2 | 3.1 | 2 | -4 | 0.0
NNc1ccc2c(C(F)(F)F)cc(C(F)(F)F)nc2n1 | 5 | -6 | 2 | -8 | x | -4 | 0 | 0.0
O=C(COC(=O)c1ccccc1)NCc1cccs1 | -14 | 2 | -3 | -4 | 2.8 | -15 | -8 | 0.0
O=C(O)/C=C/C(=O)NCc1csc2ccccc12 | -31 | x | x | -37 | 2.9 | x | x | -0.1
C[C@@H]1CCCCO[C@@H](CN(C)C(=O)C2CCCCC2)[C@@H](C)CN([C@@H](C)CO)C(=O)c2cc(NS(C)(=O)=O)ccc2O1 | 0 | -2 | -5 | 14 | -1.1 | 12 | 1 | 0.1
Cc1[nH]c(-c2ccco2)nc1C(=O)O | 22 | 4 | -15 | -23 | -3.3 | 11 | -2 | x
CN1CCN(C2=C(NS(=O)(=O)c3cccs3)C(=O)c3ccccc3C2=O)CC1 | -4 | -4 | x | -6 | -4.0 | -24 | 3 | 0.4
COc1ccc2[nH]c(C(=O)N(C)Cc3ccccc3)c(C)c2c1 | -1 | 2 | 11 | -14 | 2.5 | -22 | 1 | 0.0
C[C@@H]1CN([C@@H](C)CO)C(=O)c2cc(/C=C/c3ccccc3)cnc2O[C@H]1CN(C)Cc1ccccc1F | -1 | 1 | -6 | 2 | -0.2 | 0 | 3 | 0.3
Cc1cccc(N2C(=O)CC(N3CCN(c4ccccn4)CC3)C2=O)c1 (stereo not given) | -2 | -3 | x | -11 | -1.7 | 5 | x | 0.0
O=C(c1cccc(F)c1)N1CCCCN2[C@@H](CO)[C@H](c3ccc(-c4ccccc4)cc3)[C@@H]2C1 | 2 | 2 | x | -6 | -0.4 | -20 | 5 | 0.3
CCOc1ccc(NC(=O)CSc2nnc(C3CC3)n2C)cc1 | 1 | -2 | -1 | -2 | -0.7 | 9 | x | 0.0
C[C@H]1CN([C@@H](C)CO)C(=O)c2cccc(NC(=O)CCCCCC(=O)Nc3ccccc3N)c2O[C@H]1CN(C)C(=O)Nc1ccc2c(c1)OCO2 | x | 0 | x | 3 | 0.8 | 3 | x | -1.1
Cc1ccc(S(=O)(=O)N(CC(=O)N2CCOCC2)c2ccc(Br)cc2)cc1 | -5 | 2 | -2 | -8 | 1.0 | 2 | 4 | 0.2

(listing goes on)
SMILES | ARNT-TACC3 inh | ERAP1 inh | esBAF inh | RAD52 anneal inh | F508del corr | GSIS activator | RAD54 branch | Xi reactivation
O=C(NN1CCOCC1)c1ccccc1Br | x | -2 | 2 | -12 | -0.8 | 7 | 5 | 0.0
COc1ccc(N2CCN(C(=O)CSc3nnnn3-c3ccc4c(c3)OCCO4)CC2)cc1 | 4 | -3 | x | -5 | 4.7 | 12 | x | x
Cc1cc(OCc2cc(C(=O)N(C)C3CCOCC3)no2)cc(C)c1Cl | -1 | -4 | 61* | -32 | 0.2 | -32 | 0 | -0.1
NCCCC(=O)N1c2ccccc2Sc2ccccc21 | 2 | 0 | -4 | 11 | 0.7 | x | -5 | 0.4
CCN(CC(=O)NCCc1ccc(F)cc1)Cc1nc2ccccc2c(=O)[nH]1 | 10 | -4 | 0 | -22 | 2.2 | -9 | -3 | -0.1
O=C(CN1C(=O)NC2(CCCC2)C1=O)NCCN1C(=O)S/C(=C\c2ccccc2F)C1=O | -1 | -5 | 4 | 2 | 2.2 | 16 | x | 0.2
O=C(NCc1cccs1)C1CCCN1C(=O)Nc1ccccc1Cl (stereo not given) | -1 | 4 | -2 | -2 | -1.2 | -5 | 2 | 0.0
O=C(NC[C@H]1N[C@@H](CO)[C@H]1c1ccc(-c2ccccc2)cc1)c1ccccc1F | -4 | 2 | -15 | -33 | 0.2 | -1 | -2 | 0.5
C/C(N)=C(/C#N)C(=O)CSc1nc2ccccc2c(=O)n1Cc1ccc(F)cc1 | -2 | -3 | -9 | -12 | 1.8 | 9 | -10 | 0.0
Cc1ccc(Nc2cc(C)nc3nc(C)nn23)c(C)c1 | x | x | -18 | -8 | 1.8 | 8 | 8 | 0.4
COc1cccc(/C=N/n2c(COc3ccccc3)n[nH]c2=S)c1OC | 1 | 2 | 3 | -3 | 1.3 | x | -3 | 0.0
CCCCCCC/C=N/Nc1nnc(Cc2ccccc2)c(=O)[nH]1 | -2 | 0 | -6 | -5 | -2.0 | 3 | 8 | 0.5
COc1cccc(-c2cnc3c(c2)C(=O)N([C@H](C)CO)C[C@@H](C)[C@@H](CN(C)Cc2ccc(C(=O)O)cc2)O3)c1 | -6 | 0 | 2 | -5 | -0.5 | 3 | 1 | -0.2
O=C1C(=O)N(CCCn2ccnc2)C(c2ccc(Cl)cc2)/C1=C(\O)c1ccc2c(c1)OCCO2 (stereo not given) | -31 | 6 | 12 | -15 | -2.9 | 12 | 3 | 0.0
COc1nccc(Nc2ccccc2)c1C#N | -3 | x | -2 | x | x | 30 | -8 | x
COCc1[nH]nc2c1C(c1cccc(C(F)(F)F)c1)N(c1ccc(OC)cc1)C2=O (stereo not given) | x | 0 | x | -9 | 3.4 | -36 | x | 0.6
COc1ccc(S(=O)(=O)/C(C#N)=C/Nc2ccc(NC(C)=O)cc2)cc1 | 11 | 1 | -5 | -25 | 0.2 | -1 | -6 | 0.0
Cc1ccccc1NC(=O)c1oc(=O)c2ccccc2c1-c1ccccc1 | -7 | x | 9 | x | x | 21 | 9 | -0.1
COc1ccc(-c2c(-c3ccccc3OC)sc3ccccc23)cc1 | -1 | 4 | -8 | -14 | -1.6 | 10 | -13 | 0.2
Cc1ccc(/C=N/OC(=O)c2nn(C)cc2Cl)cc1 | -3 | 1 | x | -12 | -6.2 | 11 | x | 0.0
O=C(N/N=C/c1ccc(OC(=O)c2ccc(Br)cc2)cc1)c1ccncc1 | -2 | -3 | -3 | 4 | -1.7 | 24 | x | 0.0
COc1cccc(NC(=O)C2(C)CCN2CC2CCCCC2)c1 (stereo not given) | x | -2 | 6 | -10 | 2.8 | -4 | 7 | 0.6
Cc1c(Cl)cccc1NC(=S)N1CCN(c2ccc([N+](=O)[O-])cn2)CC1 | 1 | 7 | x | -11 | -0.5 | 9 | x | -0.1
C[C@H]1CN([C@@H](C)CO)S(=O)(=O)c2ccc(C#CCN(C)C)cc2O[C@@H]1CN(C)S(C)(=O)=O | 2 | 2 | 4 | -12 | -1.6 | 8 | 6 | -0.5
Cc1ccc(S(=O)(=O)N(C)C[C@@H]2Oc3ccc(NC(=O)Cc4cn(C)c5ccccc45)cc3C(=O)N([C@H](C)CO)C[C@@H]2C)cc1 | -6 | 0 | 1 | -31 | -0.2 | 0 | 4 | -0.8

By substructure: those above containing a CF3 group
SMILES | ARNT-TACC3 inh | ERAP1 inh | esBAF inh | RAD52 anneal inh | F508del corr | GSIS activator | RAD54 branch | Xi reactivation
CC(=O)NCCNc1nc2cc(-c3cccc(C(F)(F)F)c3)sc2c(=O)n1C | x | 2 | 1 | -13 | 2.6 | -20 | 19 | -0.1
NNc1ccc2c(C(F)(F)F)cc(C(F)(F)F)nc2n1 | 5 | -6 | 2 | -8 | x | -4 | 0 | 0.0
COCc1[nH]nc2c1C(c1cccc(C(F)(F)F)c1)N(c1ccc(OC)cc1)C2=O (stereo not given) | x | 0 | x | -9 | 3.4 | -36 | x | 0.6

(listing goes on)
SMILES | ARNT-TACC3 inh | ERAP1 inh | esBAF inh | RAD52 anneal inh | F508del corr | GSIS activator | RAD54 branch | Xi reactivation
COc1ccc(CN(CCO)CCO)cc1[N+](=O)[O-] | x | 1 | x | 2 | 4.1 | 10 | x | 0.2
O=C(CCC1CCCCC1)NNC(=O)c1cnccn1 | 3 | -1 | x | -21 | 1.2 | 2 | x | 0.0
N#Cc1cccc(-c2ccc(C3[C@@H]4CN(C(=O)c5ccncc5)C[C@H]3N4)cc2)c1 (stereo not given in full) | x | -1&-1 | x | 13&-4 | -2.6&-1.0 | -21&-4 | x | 0.1&0.0
CCCNC(=O)N1CC2(CN(C(=O)CN(C)C)C2)c2c(n(C)c3cc(OC)ccc23)[C@@H]1CO | x | 1 | x | -2 | -0.3 | 4 | x | 0.0
C[C@@H]1CC[C@]2(C(=O)O[C@@H]3O[C@H](CO)[C@@H](O)[C@H](O)[C@H]3O)CC[C@]3(C)C(=CCC4[C@@]5(C)C[C@@H](O)[C@H](O)[C@@](C)(C(=O)O[C@@H]6[C@H](O)C[C@@]7(C)C(CC[C@]8(C)C7CC=C7[C@H]9[C@](C(=O)O[C@@H]%10O[C@H](CO)[C@@H](O)[C@H](O)[C@H]%10O)(CC[C@@H](C)[C@@]9(C)O)CC[C@]78C)[C@@]6(CO)C(=O)O)C5CC[C@]43C)[C@@H]2[C@]1(C)O (stereo not given in full) | -28 | -17 | -6 | -12 | -2.6 | 28 | 5 | 0.0
COc1ccccc1NC(=O)C1=C(C)NC2=C(C(=O)CC(c3ccc(OC)c(OC)c3)C2)C1c1coc2ccccc2c1=O (stereo not given) | 2 | x | 2 | x | x | -22 | x | 0.4
O=C(Nc1cccc([N+](=O)[O-])c1)OCc1ccc2c(c1)OCO2 | x | 0 | x | 2 | 1.0 | -35 | x | -0.1
O=C(C[C@@H]1CC[C@H](NC(=O)C2CCC2)[C@H](CO)O1)NC1CCC1 | -2 | -2 | 1 | -9 | 1.3 | 4 | -17 | -0.4
O=C(C[C@H]1CC[C@@H]2[C@H](COC[C@@H](O)CN2C(=O)c2cccnc2)O1)NCc1ccc(Cl)cc1 | -2 | -5 | 0 | -32 | 1.0 | -1 | -16 | 0.1
Cc1ccc(NC(=O)CSc2ccc(Br)cc2)cc1S(=O)(=O)N1CCOCC1 | 1 | 1 | x | -3 | -1.0 | -16 | x | 0.3
Fc1ccccc1NC(=S)Nc1cccnc1 | -5 | 3 | x | -1 | 0.5 | 9 | x | 0.0

Bioassay records (PubChem)

Not a hit list; any-hit rate near 3.3%.
